T cell modulator: T cell immune modulators affecting CD8 T cell-vesicle binding; 330,000 tested, 0.068% active; calls only at 7 µM; 2C CD8+ T cell-vesicle binding, flow cytometry; hits give low values;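 active means response, share of CD8 T cells binding vesicles, and their 90th percentile fluorescence all below set limits, cut at about 80% in these data, passing the limit was not always enough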
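Benchmarks: naked versus QL9-loaded vesicles / Assay system: purified 2C TCR transgenic mouse naive CD8+ T cells / Technique: high-throughput flow cytometry with anti-B7-1 and anti-CD8 staining / Timing: Cell–vesicle co-incubation 1.5 h at 37 °C, staining 20 min on ice / Read-out: percent CD8+ FL2 mean versus row control / Probe or stimulus: QL9-loaded Drosophila micro-vesicles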
Hep lipid drop: modulators of hepatic lipid droplet formation. AML12 mouse hepatocytes, oleate lipid droplets, BODIPY imaging. inhibition, % at 6.5 µM. 240,000 tested, 0.4% active;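 active means lipid droplet intensity inhibited by at least 50%, with more than 500 cells counted; inconclusive means wells with under 300 cells, treated as cytotoxic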
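Assay system: AML12 mouse liver cells | Compound: 6.5 µM single-point dosing | Schedule: Overnight exposure | Technique: Fluorescence imaging, 20x objective, two fields per well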
Myeloid diff MLP: myeloid differentiation induction | ER-HoxA9 myeloid progenitors, lysozyme-GFP differentiation, flow cytometry | calls only at 10 µM | 360,000 tested, 1% active | AID 624256;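 active means normalized GFP-positive differentiation at or above the plate's own cutoff, the solvent-only control mean plus 3 SD; inconclusive means no clear call, values can overlap the other calls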;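 further: cells exposed to compound for four days before flow analysis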
Hep lipid drop cells 6.5 µM: also measured in Hep lipid drop; calls as there; cell count; measured here: cell count, cytotoxicity flag;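 cells counted across two imaged fields per well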
T cell modulator vesicle-bound %: recorded beside T cell modulator, whose call it bears; double positive events, %; measured here: CD8+ vesicle-bound cell fraction;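 binding gate set so that unloaded-vesicle control wells show 10% double positive cells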
Myeloid diff MLP GFP+ MAC1+ %: also measured in Myeloid diff MLP; calls as there; GFP+ MAC1+ double positive, %; measured here: differentiation confirmed by MAC1 staining
* = called active by the depositor; i = inactive; ? = inconclusive; · = no result given. Not all compounds are listed. The share of hits here may be higher or lower than overall.

SMILES	T cell modulator	T cell modulator vesicle-bound %	Hep lipid drop	Hep lipid drop cells 6.5 µM	Myeloid diff MLP	Myeloid diff MLP GFP+ MAC1+ %
COc1ccc(C2=NS(=O)(=O)N(C)C(C(=O)N3CCC(C)CC3)=C2)cc1	i	38	-1	760	i	3.7
CN(C)CCN(C(=O)/C=C/c1cccs1)c1nc2ccc(Br)cc2s1	i	25	1	753	i	4.1
CC(=O)c1cccc(NC(=O)NCCc2ccc(Cl)cc2)c1	i	14	1	858	i	0.5
CCCNC(=O)CCn1nc(-c2ccccc2)c2ccccc2c1=O	i	49	-4	818	i	0.3
CCOc1ccc(/C=C/c2nc(C#N)c(NCCCN(C)C)o2)cc1	i	61	-26	775	i	0.3
CCc1ccc(NC(=O)CSc2nnc(CNC(=O)c3ccco3)o2)cc1	i	65	7	681	i	0.7
COc1ccc(N2CCN(S(=O)(=O)c3c(C)nc4scc(C)n4c3=O)CC2)cc1	i	21	13	733	i	1.0
CN(C)S(=O)(=O)N1CCC(Oc2cccc(C(=O)NC3CCOC3)c2)CC1 (centres undefined)	i	32	-2	689	i	0.7
Cc1ccc(CNC(=O)[C@H](C)N2C(=O)N3CCc4c([nH]c5ccccc45)[C@@]3(C)C2=O)cc1	i	20	10	783	i	2.0
COc1ccc(C(=O)Nc2nnc(Cc3ccc(OC)c(OC)c3)s2)c(OC)c1	i	59	-5	805	i	0.8
Cc1ccc(S(=O)(=O)CCc2ccncc2)cc1	i	63	11	844	i	0.4
COc1ccc(Cl)cc1NC(=O)CC1CCCC1	i	34	-6	855	i	0.5
CCOc1ccc(CCNC(=O)CS(=O)Cc2nc(-c3ccc(C)cc3)oc2C)cc1 (centres undefined)	i	25	-5	702	?	·
COc1cc(N/C(N)=N/c2nc(C)cc(C)n2)cc(OC)c1	i	30	-5	787	i	0.4
Cc1ccc2nc(CCc3ccc(N)cc3)[nH]c2c1	i	57	24	788	i	0.8
O=C(NC1CC1)c1ccc2c(c1)N(Cc1ccccc1)CCS2	i	6	8	696	i	1.9
O=C(CN1C(=O)NC2(CCCC2)C1=O)Nc1ccccc1	i	24	8	808	i	0.4
CCn1c2ccc(F)cc2c2nnc(SCCN3CCCCC3)nc21	i	45	-29	779	i	0.7
COc1cc(NC(=O)CCc2nnc3ccc(N4CCN(C)CC4)nn23)cc(OC)c1	i	3	-20	755	i	5.2
COc1ccc(C(=O)C[n+]2cccc(C(N)=O)c2)cc1	i	54	-2	794	i	0.2
CNC(=O)c1[nH]cnc1C(=O)Nc1ccc(F)cc1	i	37	15	857	i	0.5
Cc1cccc(C)c1N(CC(=O)NC1CCCCC1)C(=O)c1csnn1	i	38	6	806	i	0.8
CCn1c(=O)c(=O)[nH]c2c(=O)oc3ccc(S(=O)(=O)Nc4ccccc4)cc3c21	i	12	13	691	i	2.9
CC(=O)Nc1sc2c(c1C#N)CCN(Cc1ccccc1)C2	i	19	0	728	i	3.5
COc1ccc(F)cc1C(=O)C1CCCN(C(=O)c2ccccc2N(C)C)C1 (centres undefined)	i	31	-27	746	i	4.7

Molecules above with four or more nitrogen atoms:
SMILES	T cell modulator	T cell modulator vesicle-bound %	Hep lipid drop	Hep lipid drop cells 6.5 µM	Myeloid diff MLP	Myeloid diff MLP GFP+ MAC1+ %
CCOc1ccc(/C=C/c2nc(C#N)c(NCCCN(C)C)o2)cc1	i	61	-26	775	i	0.3
CCc1ccc(NC(=O)CSc2nnc(CNC(=O)c3ccco3)o2)cc1	i	65	7	681	i	0.7
COc1ccc(N2CCN(S(=O)(=O)c3c(C)nc4scc(C)n4c3=O)CC2)cc1	i	21	13	733	i	1.0
Cc1ccc(CNC(=O)[C@H](C)N2C(=O)N3CCc4c([nH]c5ccccc45)[C@@]3(C)C2=O)cc1	i	20	10	783	i	2.0
COc1cc(N/C(N)=N/c2nc(C)cc(C)n2)cc(OC)c1	i	30	-5	787	i	0.4
CCn1c2ccc(F)cc2c2nnc(SCCN3CCCCC3)nc21	i	45	-29	779	i	0.7
COc1cc(NC(=O)CCc2nnc3ccc(N4CCN(C)CC4)nn23)cc(OC)c1	i	3	-20	755	i	5.2
CNC(=O)c1[nH]cnc1C(=O)Nc1ccc(F)cc1	i	37	15	857	i	0.5
Cc1cccc(C)c1N(CC(=O)NC1CCCCC1)C(=O)c1csnn1	i	38	6	806	i	0.8

Next structures follow.
SMILES	T cell modulator	T cell modulator vesicle-bound %	Hep lipid drop	Hep lipid drop cells 6.5 µM	Myeloid diff MLP	Myeloid diff MLP GFP+ MAC1+ %
O=C(CCCN1C(=O)c2ccccc2C1=O)NCc1ccc(F)cc1	i	56	0	811	i	0.4
O=S(=O)(Cc1ccccc1)N1CCNCC1	i	35	0	793	i	0.7
CCCC(CCC)c1nnc(NC(=O)c2ccco2)s1	i	18	-2	827	i	0.2
Cc1ccc2c(C)c(C(=O)N(C)Cc3ccncn3)oc2c1C	i	20	16	690	i	0.5
S=c1[nH]c(-c2ccccc2)cn1-c1ccccc1	i	30	0	725	i	0.8
COc1ccc(CNC(=O)C2CCN(S(=O)(=O)c3ccc4c(c3)CC(C)N4C(C)=O)CC2)cc1 (centres undefined)	i	9	-7	709	i	4.6
O=C(CCC(=O)Nc1ccccc1Cl)NNS(=O)(=O)c1ccc(Cl)cc1	i	26	-8	677	i	0.5
CSc1cccc(N=C2C(=O)Nc3ccccc32)c1	i	55	12	802	i	2.1
COc1cc(OC)c(NS(=O)(=O)c2cc3[nH]c(=O)c(=O)[nH]c3cc2C)cc1Cl	i	51	9	714	i	0.3
O=c1[nH]c(=S)[nH]c2sc3c(c12)CCCCCC3	i	20	-15	781	i	0.8
CCOc1ccc(CNC(=O)C2CCCN(S(=O)(=O)N3CC(C)CC(C)C3)C2)cc1OC (centres undefined)	i	24	-19	693	i	1.4
O=C(CN1C(=O)C2CC=CCC2C1=O)OCC(=O)c1ccc(Cl)c([N+](=O)[O-])c1 (centres undefined)	i	21	10	670	i	1.2
CCOc1ccc(C(C(=O)NCC2CCCO2)N(Cc2cccc(OC)c2)C(=O)c2snc(C(N)=O)c2N)cc1 (centres undefined)	i	38	-3	691	i	1.2
CCN(CC)CCCCCC(=O)Nc1ccccc1C(=O)Nc1ccccc1	i	61	-9	799	i	1.0
CC(=O)Nc1cccc(NC(=O)CSc2nc3c(c(=O)n(C)c(=O)n3C)n2C)c1	i	35	5	768	i	1.4
Cc1ccc(S(=O)(=O)Nc2cccc(C(=O)N3CCOCC3)c2)cc1	i	18	14	799	i	2.2
CC(=O)Nc1ccc(S(=O)(=O)N2CCC(C(=O)N[C@@H](Cc3ccccc3)C(=O)O)CC2)cc1	i	59	5	844	i	0.7
CCN(CC(=O)NC1CCCC1)S(=O)(=O)c1ccc(Br)cc1	i	28	-4	691	i	1.0
CCOc1ccc(S(=O)(=O)N2CCC(C(=O)NCCN3CCOCC3)CC2)cc1C	i	18	-6	793	i	0.3
Cc1cc(C)c2oc(C(=O)Nc3ccc(S(=O)(=O)Nc4nccc(C)n4)cc3)cc(=O)c2c1	i	7	0	773	i	1.1
COc1ccc(C(C)=O)cc1CC(=O)NC1CCCCCC1	i	31	2	762	i	0.3
Cc1cc(NC(=O)OC2CCCCC2)ccc1[N+](=O)[O-]	i	22	2	782	i	4.0
COCCNC(=O)Cc1c(C)c2c(cc(C)c3c(C(C)(C)C)coc32)oc1=O	i	56	11	415	i	0.9
CCN(CC)S(=O)(=O)c1ccc(N2CCCC2)c(NC(=O)Cc2c(F)cccc2Cl)c1	i	56	5	717	i	1.0
O=C(COc1ccc2ccccc2c1Br)N1CCCCC1	i	22	-18	681	i	0.4

Additional structures:
SMILES	T cell modulator	T cell modulator vesicle-bound %	Hep lipid drop	Hep lipid drop cells 6.5 µM	Myeloid diff MLP	Myeloid diff MLP GFP+ MAC1+ %
CC(=O)c1cccc(N(C(=O)c2ccco2)C(C(=O)NC2CCCC2)c2ccccc2F)c1 (centres undefined)	i	6	-1	820	i	0.9
CC(C)(C)c1cc(C(=O)NCCCn2ccnc2)cc(C(C)(C)C)c1	i	24	-3	838	i	0.7
CSc1ccccc1NC(=S)NCc1ccc(Cl)cc1	i	3	1	867	i	1.0
COc1ccc(N(CC(=O)NC(C)c2ccccc2)S(=O)(=O)c2c(C)noc2C)cc1 (centres undefined)	i	9	-16	699	?	·
CCOc1cc(C2C3=C(CC(C)(C)CC3=O)N(CCCOC)C3=C2C(=O)CC(C)(C)C3)ccc1OC	i	45	5	803	i	0.7
Cc1ccc2c(=O)c(CN3CCCCCC3)c(C)[nH]c2c1C	i	19	-4	844	i	0.6
COc1ccc(CCNC(=O)c2c(C)nn(CC(C)C)c2Cl)cc1OC	i	10	-4	699	i	0.0
CCCCCN(C(=O)CCC(=O)OCC(=O)N1CCCCC1)c1c(N)n(CCCC)c(=O)[nH]c1=O	i	21	13	847	i	2.2
Cn1ncc([N+](=O)[O-])c1C(=O)Nc1ccccc1C(=O)O	i	51	0	748	i	0.4
C[C@H](NC(=O)C1CCN(C(=O)[C@H](Cc2ccccc2)NC(=O)OC(C)(C)C)CC1)C(=O)O	i	26	-1	400	i	0.4
Cc1ccc2nc(CNC(=O)C3CCC(=O)N(Cc4ccccc4F)C3)cn2c1 (centres undefined)	i	14	0	729	i	0.0
COc1ccc(COc2ccc3c(C)cc(=O)oc3c2)cc1	i	49	-18	814	i	0.4
COc1ccc(C)cc1S(=O)(=O)N1CCN(S(=O)(=O)c2cc(C(=O)O)ccc2C)CC1	i	7	-2	839	i	0.1
Cc1cc(C(C)(C)C)n2nc(C)c(-c3ccccc3)c2n1	i	27	2	401	i	0.8
CC(C)(Oc1ccc(Cl)cc1)C(=O)O/N=C(\N)c1ccncc1	i	46	-2	773	i	0.2
CCOc1ccccc1N(C)C(=O)Cn1ncc2c([nH]c3ccc(C)cc32)c1=O	i	34	3	622	?	·
Cc1ccn2c(c1)nc(=O)c1cc(S(=O)(=O)N3CCCCC3)ccc12	i	10	12	760	i	0.5
CC1CCN(C(=O)CN(Cc2ccccc2)S(C)(=O)=O)CC1	i	49	-3	832	i	0.3
O=C(O)/C=C/C(=O)N1CCN(Cc2ccc3c(c2)OCO3)CC1	i	51	-1	784	i	0.3
COc1ccc2ccccc2c1/C=N/NC(=O)c1nnn(-c2nonc2N)c1CN(C)C	i	9	4	756	i	1.5
O=C(Nc1cccc(C(=O)O)c1)/C(=C\c1ccco1)NC(=O)c1ccccc1	i	30	-2	797	i	0.4
CCN1C(Nc2ccccc2)=NC[C@@H]1C	i	41	-6	797	i	1.2
O=C(O)CC1(c2ccc(F)cc2)C2CC3CC(C2)CC1C3 (centres undefined)	i	23	16	821	i	0.5
COc1ccc(C(C)=O)cc1COc1cccnc1[N+](=O)[O-]	i	26	-4	804	i	0.7
CC(C)(C)c1ccc(Cn2c(=O)cnc3ccccc32)cc1	i	19	-2	833	i	2.2

(cont.)
SMILES	T cell modulator	T cell modulator vesicle-bound %	Hep lipid drop	Hep lipid drop cells 6.5 µM	Myeloid diff MLP	Myeloid diff MLP GFP+ MAC1+ %
CC1c2cc3c(cc2CCN1C(=O)c1ccc(C(F)(F)F)cc1)OCCCO3 (centres undefined)	i	4	-1	686	?	·
COC(C(=O)N/N=C(\C)c1ccc(C)cc1)c1ccccc1 (centres undefined)	i	47	2	831	i	0.7
COCCCN1C(=O)N(c2ccccc2)C(=O)C1CC(=O)Nc1ccccc1 (centres undefined)	i	56	?	·	i	0.3
CC1CCCCN1CCNC(=O)c1ccc2c(=O)n(Cc3ccc(Cl)cc3)c(=S)[nH]c2c1 (centres undefined)	i	51	-5	707	i	13
COc1ccccc1CN(C)C(=O)C(NC(=O)Cc1cccc2ccccc12)C(C)C (centres undefined)	i	20	45	859	i	1.1
O=C(Nc1ccccc1)c1cc(S(=O)(=O)Nc2cccnc2)ccc1Cl	i	30	-2	638	i	0.5
Cc1cc(C(=O)Nc2ccc3c(c2)OCCO3)ccc1[N+](=O)[O-]	i	47	6	828	i	0.7
CCC(C(=O)OC)n1cnc2c(oc3ccccc32)c1=O (centres undefined)	i	33	-1	695	i	6.8
O=C(NCCNC(=O)c1cnccn1)c1ccc(Cl)cc1	i	56	-4	751	i	0.2
CC(OC(=O)c1ccc2c(c1)S(=O)(=O)c1ccccc1C2=O)C(N)=O (centres undefined)	i	45	-11	808	i	0.2
Cc1cc(C)c(C)c(S(=O)(=O)Nc2ccc(C(=O)N3CCCC3)cc2)c1C	i	22	2	809	i	1.2
CCOc1ccc(S(=O)(=O)NC(C)C(=O)NC2CCCC2)cc1 (centres undefined)	i	21	-6	674	i	3.6
CC(NC(=O)c1ccco1)c1ccc2c(c1)OCO2 (centres undefined)	i	56	-2	665	i	0.6
COc1cccc(CN(C)S(=O)(=O)c2cccs2)c1	i	18	-7	784	i	0.9
Cc1cccc(OCC(=O)NCCNC(=O)c2cnccn2)c1	i	41	-4	801	?	·

Screens: PubChem BioAssay, several laboratories
